# IP6K1 inh: IP6K1 kinase inhibition. IP6K1 kinase, ADP-Glo luminescence, 2 h; stronger effect = lower value. 140,000 tested, 0.81% active. activity change, % (series mostly up to about 58 µM). AID 1645851. Q92551; in the data active = activity change below about -25%
#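 ADP-Glo luminescence measures ADP made by human IP6K1 during a 2 h RT reaction with ATP/IP6 (mix at 1.3 mM/130 uM); top library doses 57.5 and 19.1 uM final.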
# GPT2 inhibitor: GPT2 alanine aminotransferase inhibition | Q8TD30 | Recombinant GPT2, coupled pyruvate oxidase/HRP Amplex Red fluorescence | Potency, µM (highest dose often 57.7 µM), for inactives: at the top dose activity change, negative = inhibition, actives largely listed as inhibitors | 100,000 tested, 0.25% active | AID 1671188; also: potency is read from the fitted curve at half-maximal effect; nearly all actives have a fitted effect of over 60% in size; many of its hits are not listed in these tables
# Target sequence (Q8TD30 whole entry, looked up): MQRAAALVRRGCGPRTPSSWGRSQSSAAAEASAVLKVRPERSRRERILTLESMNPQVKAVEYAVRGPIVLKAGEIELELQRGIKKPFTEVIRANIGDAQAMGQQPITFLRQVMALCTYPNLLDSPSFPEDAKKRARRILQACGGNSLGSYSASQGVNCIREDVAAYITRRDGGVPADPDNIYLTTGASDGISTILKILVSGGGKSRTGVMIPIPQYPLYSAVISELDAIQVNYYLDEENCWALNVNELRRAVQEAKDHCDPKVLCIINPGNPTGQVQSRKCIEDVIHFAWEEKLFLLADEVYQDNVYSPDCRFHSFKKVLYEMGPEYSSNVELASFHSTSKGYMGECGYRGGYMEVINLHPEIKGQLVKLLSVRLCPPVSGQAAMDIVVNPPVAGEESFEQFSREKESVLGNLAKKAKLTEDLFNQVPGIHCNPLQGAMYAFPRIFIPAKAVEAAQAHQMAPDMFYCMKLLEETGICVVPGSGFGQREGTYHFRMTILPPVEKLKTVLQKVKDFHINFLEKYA
#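 Recombinant GPT2 (10ng/uL) with 250uM a-KG and 2mM L-alanine, 30 min at room temperature, in HEPES pH 7.5 buffer. Pyruvate detected by pyruvate oxidase/HRP/Amplex Red fluorescence after 30 min in the dark; AOA (50uM) as positive control.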
# HEK293 tox: kills HEK 293 cells. HEK 293 viability, ATP luminescence (CellTiter-Glo), 48-72 h. Potency, µM (highest dose often 115 µM), without a hit: top-dose activity change, negative = cytotoxicity, actives largely listed as inhibitors. 94,000 tested, 6.6% active; also: potency is read from the fitted curve at half-maximal effect; nearly all actives have a fitted effect of over 60% in size
#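 qHTS cytotoxicity; HEK 293, 250 cells/well; compound pinned; 48 or 72 hr, 37 degree Celsius, 5% CO2, 95% humidity; CellTiter-Glo, 10 min RT; luminescence (ATP).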
# SNCA expr inh: inhibitors of alpha-synuclein (SNCA) gene expression; 140,000 tested, 0.17% active; AID 1671194; Potency, µM (titrated, usually from 57.2 µM), inactives show top-dose activity change, negative = inhibition, actives largely listed as inhibitors; HEK-293 SNCA-luciferase knock-in, luminescence, 24 h;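 also: potency is read from the fitted curve at half-maximal effect; plate controls were DMSO cells for no effect and cell-free wells for full effect; nearly all actives have a fitted effect of over 45% in size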
# 3T3 cytotox: NIH 3T3 cell cytotoxicity. NIH 3T3 viability, CellTiter-Glo ATP luminescence, 48-72 h. Potency, µM (highest dose often 96.7 µM), without a hit: at the highest dose activity change, negative = cytotoxicity, most hits filed as inhibitors. 94,000 tested, 4.3% active. AID 1345082; also: potency is read from the fitted curve at half-maximal effect; nearly all actives have a fitted effect of over 55% in size
#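 First NIH 3T3 cells are plated at 400 cells/well; next compound is pinned in; then plates incubate 48 or 72 hr at 37 °C; finally CellTiter-Glo is added and luminescence read after 10 min.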
# SNCA viab count: cell viability loss counter-screen; HEK-293-SNCA-luc viability, GF-AFC fluorescence, 24 h; Potency, µM (doses to about 57.1 µM), without a hit: at the top dose activity change, negative = cytotoxicity, most hits filed as cytotoxic; 150,000 tested, 0.12% active; AID 1671193;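 also: potency is read from the fitted curve at half-maximal effect; 0% = DMSO-treated cells and -100% = medium-only wells without cells; nearly all actives have a fitted effect of over 30% in size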
#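 HEK-293-SNCA-luc cells (1500/well) plated 24 h, then exposed 24 h to a dilution series; GF-AFC added 30 min at 37C, fluorescence 405/540 nm; normalised to medium-only and DMSO wells, Hill fit.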
# Luciferase inh: Photinus pyralis luciferase inhibition; P08659; purified P. pyralis luciferase, luminescence, biochemical; Potency, µM (highest dose often 115 µM), inactives show top-dose activity change, negative = inhibition, usual class: inhibitors; 76,000 tested, 2.5% active; also: potency is read from the fitted curve at half-maximal effect; nearly all actives have a fitted effect of over 65% in size
# Target sequence (P08659 whole entry, looked up): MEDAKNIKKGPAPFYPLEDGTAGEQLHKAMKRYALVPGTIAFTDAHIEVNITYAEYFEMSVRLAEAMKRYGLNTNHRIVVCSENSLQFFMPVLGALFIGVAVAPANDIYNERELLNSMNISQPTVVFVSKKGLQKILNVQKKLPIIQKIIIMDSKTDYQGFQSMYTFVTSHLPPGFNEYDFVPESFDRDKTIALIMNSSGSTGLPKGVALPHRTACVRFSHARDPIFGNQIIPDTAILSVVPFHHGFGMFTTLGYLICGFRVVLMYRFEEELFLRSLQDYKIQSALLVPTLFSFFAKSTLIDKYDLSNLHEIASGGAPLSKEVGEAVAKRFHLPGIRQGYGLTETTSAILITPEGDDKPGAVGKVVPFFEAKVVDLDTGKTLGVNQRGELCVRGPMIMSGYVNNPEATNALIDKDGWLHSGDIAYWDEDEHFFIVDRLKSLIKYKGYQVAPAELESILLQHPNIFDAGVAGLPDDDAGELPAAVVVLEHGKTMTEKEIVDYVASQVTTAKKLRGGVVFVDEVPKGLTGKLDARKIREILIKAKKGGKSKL
#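 Luminescence read by CCD imager after adding enzyme (10nM final) to wells holding compound, titrated in qHTS. Substrates 10uM each D-luciferin and ATP; buffer 50mM Tris acetate pH 7.5, 10mM Mg acetate, Tween-20, BSA.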
# An asterisk follows results filed as active; i = inactive; ? = inconclusive; nt = no result given; & = joins results of further samples; [ ] = another dose, or the depositor's remark. Unless noted, calls follow the shape of the dose curve; as a rule, active = well fitted curve in the direction sought with a large enough effect; inconclusive = small, poorly fitted or top-dose-only effect, or another doubt; inactive = no such curve, though single readings can be large; an effect the other way counts as inactive or inconclusive. Unless noted, % is scaled to controls: 0 for no effect and ±100 for the full control effect.
# Below each SMILES: IP6K1 inh, Luciferase inh, 3T3 cytotox, SNCA expr inh, HEK293 tox, SNCA viab count, GPT2 inhibitor
CC(C)CNC(=O)c1ccc2nnc(-c3ccc(OC(F)(F)F)cc3)n2c1
  -6, nt, ?, 11%, ?, -4%, i
Cn1cc(CN2CCOc3cc([S+](=O)([O-])Nc4nncs4)ccc3C2)cn1
  8, -2%[172 µM], ?, 3%[87.6 µM], -2%[172 µM], 6%[87.6 µM], -14%[88.5 µM]
CC(C)CNC(=O)C1CCc2nnc(-c3cccc(C(F)(F)F)c3)n21 (centres undefined)
  17, nt, -15%, -18%, -23%, -2%, -13%
CCOc1ccccc1CNC(=O)c1ccc2c(c1)nc1n2CCC(C)C1 (centres undefined)
  -1, nt, nt, ?, nt, 18%, nt
O=C(c1cccc(Cl)c1)N1CCC(C(=O)N2CCC(N3Cc4ccccc4C3=O)CC2)CC1
  25&-5, nt, ?, -5%&6%, ?, -10%&-2%, 1%
Cc1ccc2c(c1)-c1c(cnn1CC(=O)N1CCN(c3cc(C)ccc3C)CC1)CO2
  0, nt, nt, -5%, nt, 6%, nt
CCC(=O)N(C1CCOCC1)C1CCN(Cc2ccc(C)o2)CC1
  -17, 0%, -11%, 3%, 0%, 3%, -24%
CC(C)(C)CC(=O)N1CCN2C(=O)c3cc(Br)ccc3NC(=O)[C@H]2C1
  -1, 6%[172 µM], -15%[174 µM], -4%[87.6 µM], ?, 3%[87.6 µM], ?
Cc1n[nH]c(C)c1CNC(=O)CN1CC2CC(C1)[C@H]1CCCC(=O)N1C2 (some centres undefined)
  14, 1%, i, -25%, 1%, -11%, i
CN(C)c1ccc(C(CNS(=O)(=O)c2ccc(F)cc2)N2CCc3ccccc32)cc1 (centres undefined)
  -18, nt, nt, 6%, nt, -6%, nt
O=C(Nc1cccc(C(F)(F)F)c1)N1CCCC1c1nncn1C1CCCC1 (centres undefined)
  7, 0%, -14%, 44%[activator], ?, -22%, -7%
Cc1nc([C@@H]2CN(C(=O)CN3CCCCCC3)C[C@H]2C(N)=O)n[nH]1
  25, 4%, 1%, 1%, -1%, 4%, 4%
O=C(O)C[C@@H]1CCN(C(=O)c2ccnc(Cl)c2)C[C@@H]1CCN1CCN(c2cccc(C(F)(F)F)c2)CC1
  -3, -5%, -19%, -1%, -10%, -3%, -3%
O=C(NCc1cc(-c2ccco2)on1)[C@H]1CNC[C@@H](C(=O)N2CCOCC2)C1
  14, -1%, i, 1%, -3%, -8%, 2%
COc1cc2c(cc1OC)C(COc1ccc(F)cc1)N(C(=O)C(C)C)CC2 (centres undefined)
  1, nt, nt, 12%, nt, -27%, nt
CC1=C2C[C@@]3(C)[C@@H](CCC[C@@H]3C)C[C@@]2(O)OC1=O
  -7, nt, nt, nt, nt, -9%, i
COCc1nnc2n1CCC(NC(=O)c1cc(C3CC3)[nH]n1)CC2 (centres undefined)
  -12, 0%, -3%, ?, ?, -1%, i
CSc1ccc(-c2cccc(C(=O)NCC(=O)NCc3cccc(C(F)(F)F)c3)c2)cc1
  -12, nt, ?, -1%, 40µM*, -12%, i
COc1ccc(C(=O)N2CCC(c3ncc(C)n3C(C)C)C2)cc1 (centres undefined)
  13, 4%, -5%, ?, -9%, 3%, i
O=C(c1ccc2c(c1)OCO2)N1CCCC2(CC(c3ccccc3)=NO2)C1 (centres undefined)
  -7, nt, 0%, -3%, -11%, 1%, i
O=C1CN(C(=O)CCC(=O)N2CCCC(Cc3nncn3Cc3ccccc3)C2)c2ccccc2N1 (centres undefined)
  0, -2%, i, 14%, i, 0%, 2%
COc1ccc(S(=O)(=O)N2CC(c3noc(-c4cccnc4)n3)C2)cc1Cl
  28, 2%, -28%, -23%, 1%, -3%, i
COCc1cn2c(=O)n(C)cc(-c3cccc(F)c3)c2n1
  -4, 0%[230 µM], ?, 7%[87.6 µM], -2%[230 µM], 4%[87.6 µM], i
CCOc1ccc(NC(=O)C2(C)CCCCC(=O)N2)cc1 (centres undefined)
  10, -2%, -7%, 14%, -5%, 7%, i
Cc1cn2nnc(C(=O)N3CCC(C(=O)NCc4ccccc4Cl)CC3)c2c(=O)[nH]1
  2, 2%, 5%, 7%, 0%, 14%, 0%
Cc1cccc(CCNC(=O)c2cc3c(=O)[nH]c4ccc(C)cc4c3s2)c1
  21, nt, nt, 23%, nt, -17%, nt
O=C1CCCN1C1CCN([S+](=O)([O-])c2cccs2)CC1
  0, -3%[172 µM], -9%[138 µM], 12%[87.6 µM], -18%[172 µM], 11%[87.6 µM], 0%[88.5 µM]
CC(C)NC(=O)CC[C@@H]1CNC(=O)[C@@H]2C[C@H](NC(=S)NCc3ccco3)CN12
  -1, -3%[172 µM], 5%[138 µM], 11%[87.6 µM], -2%[172 µM], 3%[87.6 µM], -3%[88.5 µM]
Cc1nc2nc(CNC(=O)c3cccc(F)c3)nn2c(C)c1CCC(=O)Nc1cccc(Cl)c1
  -1, nt, nt, -1%, nt, -5%, nt
CS(=O)(=O)N(C1CC1)C1CCOC2(CCN(C(=O)Cc3cccc(F)c3)CC2)C1 (centres undefined)
  21, 8%, -26%, -24%, -23%, 4%, i
COc1ccccc1OCC(=O)N(Cc1cccs1)C1CCS(=O)(=O)C1 (centres undefined)
  16, nt, nt, -2%, nt, 1%, nt
Cc1ccc(C(=O)N2CCCC3(CN[S+](=O)([O-])c4ccccc4N3)C2)cc1 (centres undefined)
  15, -6%, i, -15%, 1%, -3%, i
COCC(=O)N1CCC(Oc2cnc3c(ccn3-c3cncnc3)c2)CC1
  -12, 4%[172 µM], ?, 2%[87.6 µM], -7%[172 µM], -7%[87.6 µM], 2%[88.5 µM]
CCOC(=O)c1cccc(NC(=O)C2CCCN(S(=O)(=O)c3cc(Br)cc4c3N(C(=O)CC)CC4)C2)c1 (centres undefined)
  -5, nt, nt, -7%, nt, 10%, nt
CC(C)Oc1ccc(C(=O)NC2CCN(c3cnn(CC4CC4)c(=O)c3)CC2)cc1
  2, -14%, ?, -4%, ?, -19%, i
COc1cccc(C(=O)NC2CCCN(Cc3ccc(-c4cccc(OC)c4)cc3)C2)c1 (centres undefined)
  -9, nt, 25µM*, -5%, 32µM*, ?, i
CCNC(=O)C1C(c2cccc(NC(=O)c3ccccc3)c2)OC(=O)N1Cc1ccc(F)cc1 (centres undefined)
  -4, ?, -25%, 11%, ?, -1%, i
COc1cccc(/C=C(\C#N)c2nc3ccc(C)cc3[nH]2)c1
  -10, nt, nt, 138%[activator], nt, ?, nt
Cc1cc(C)c(C(=O)Nc2ccccc2)c(SCC(=O)Nc2ccc(Br)cc2C)n1
  -12, nt, nt, -25%, nt, 0%, nt
O=C(c1cccnc1)N1CCN2C(=O)N(C3CCOCC3)C[C@H]2C1
  5, 0%[172 µM], -1%[138 µM], -5%[87.6 µM], i, -2%[87.6 µM], -7%[88.5 µM]
CCOc1ccc(-c2nnc3n2CCCC3)cc1OCC
  -5, -9%, -13%, -4%, 0%, ?, 1%
O=C(C1CC(=O)N(c2n[nH]c3ccccc23)C1)N1CCc2c([nH]c3ccccc23)C1 (centres undefined)
  8, -6%, -26%, -5%, ?, 10%, i
O=C(CCc1ccccc1)N1CCC2(CC1)N=C(c1ccc(Cl)cc1)NO2
  -1, 6%, -19%, 14%, ?, -3%, i
CCOc1ccc(NC(=O)Cn2c(C)ccc(NC(=O)Nc3cccc(C)c3)c2=O)cc1
  -7, ?, 28µM*, 53%[activator], 40µM*, -26%, -9%
CNC(=O)[C@@H]1CN(S(=O)(=O)c2cccc(C#N)c2)C[C@H]1COC
  5, 5%, -10%, -3%, -7%, 6%, i
O=C([C@H]1C[C@@H](F)CN1S(=O)(=O)c1ccc(Cl)cc1)N1CCOCC1
  -4, 15%, i, -16%, 9%, -6%, 5%
CC(C)C(=O)N1CCCN(c2ccnc3ccnn23)CC1
  0, nt, ?, 0%[87.6 µM], -15%[172 µM], 20%[87.6 µM], ?
COc1ccc(C2Cn3cnc(C(=O)N4CCC(C(=O)NCc5cccnc5)CC4)c3CO2)cc1 (centres undefined)
  0, -20%, -21%, -25%, 6%, -1%, -13%
COCc1nc(C2CCCN(C(=O)Cc3ccccc3C)C2)no1 (centres undefined)
  20, -7%, i, -4%, -10%, -15%[12.5 µM], i
O=C(c1ccc(F)cc1)N1CC(c2nnc(-c3ccncc3)o2)C2(CCOCC2)C1 (centres undefined)
  27, -2%, -1%, 22%, -4%, 0%, i
Cc1cn2nc(C(=O)NCc3ccccc3F)cc2c(=O)[nH]1
  -5, ?, -5%, 90%[activator], -2%, -3%, 2%
COc1cc(OC)cc(C(=O)Nc2ccc3nc4n(c(=O)c3c2)CCCCC4)c1
  15, nt, nt, 41%[activator], nt, -6%, nt
Cc1cc2n(n1)CCCN2C(=O)Nc1ccc(F)c(Cl)c1
  -3, nt, nt, -3%, nt, -10%, nt
COc1ccc2c(c1)O[C@H](O[C@@H]1O[C@H](CO)[C@@H](O)[C@H](O)[C@H]1O)C(=O)N2
  -2, nt, nt, nt, nt, 1%, i
C=CCNC(=O)CCc1c(C)nn(-c2ccc(F)cc2)c1Oc1ccc(F)cc1F
  -13, 6%, ?, -16%, 35µM*, -12%, i
O=C(C1CC1)N1CCN(c2ccc3nnc(-c4ccccc4)n3n2)CC1
  1, nt, ?, nt, ?, nt, nt
CCN1CCCC(OC(=O)C(c2ccccc2)c2ccccc2)C1 (centres undefined)
  0, nt, nt, -10%[25.6 µM], nt, 11%[23.9 µM], i
CCCNC(=O)c1ccc2c(c1)CC(=O)N2Cc1cccc(F)c1
  -1, ?, ?, -10%, -25%, 4%, 3%
Cc1ccc(NC(=O)c2ccc3nc(Cc4ccccc4)oc3c2)cc1F
  -16, nt, nt, ?, nt, -15%, nt
COCCN1C[C@H]2CN(Cc3nccs3)CCN2C1=O
  -4, -7%[172 µM], i, 4%[87.6 µM], i, 8%[87.6 µM], i
O=C(C1CC=CCC1)N1CCC(C2CCNC2)CC1 (centres undefined)
  24, 0%, -12%, -16%, -22%, -21%[12.5 µM], 2%
CSc1ccc(-c2cccc(C(=O)NCCN[S+](=O)([O-])c3ccc(C)cc3)c2)cc1
  -8, nt, ?, ?, 40µM*, -4%[12.5 µM], i
CC[N+](CC)(CCNC(=O)C(=O)NCC[N+](CC)(CC)Cc1ccccc1Cl)Cc1ccccc1Cl
  -12, nt, nt, 19%[25.6 µM], nt, -7%[23.9 µM], i

# Of the compounds above, these have a cyano group.
# Below each SMILES: IP6K1 inh, Luciferase inh, 3T3 cytotox, SNCA expr inh, HEK293 tox, SNCA viab count, GPT2 inhibitor
COc1cccc(/C=C(\C#N)c2nc3ccc(C)cc3[nH]2)c1
  -10, nt, nt, 138%[activator], nt, ?, nt
CNC(=O)[C@@H]1CN(S(=O)(=O)c2cccc(C#N)c2)C[C@H]1COC
  5, 5%, -10%, -3%, -7%, 6%, i

# Bioassay records as filed in PubChem.
